# Assay outcomes (PubChem BioAssay)
# a7 integrin act – activates integrin-mediated alleviation for muscular dystrophy | alpha7betagal myoblasts, beta-gal FDG fluorescence, 48 h | actives 0.064% (n = 350,000) | Potency, µM (doses to about 38.3 µM), for the others: at the highest dose activation, most hits filed as activators;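 also: potency is read from the fitted curve at half-maximal effect; 100% = response of the positive control SU9516; nearly all actives have a fitted effect of over 60% in size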
#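 alpha7betagal+/- myoblasts (passage 13, 250/well) treated 48 h at 37C with compounds at 1:260 dilution of DMSO stock. Lysed, then beta-galactosidase activity read as FDG fluorescence (ex 480/em 540) after 30 min, with pre-read for autofluorescence.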
# TSHR antagonist – human thyrotropin receptor antagonism. P16473. TSHR-expressing cells, TSH-stimulated cAMP HTRF, 2 h; stronger effect = lower value. activity change, negative = inhibition, % at 11.5 µM. actives 0.2% (n = 330,000). AID 504810;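 active = activity change below a set negative limit, meaning inhibition stronger than a set level, cut at about -70% in these data; inconclusive = activity change between two set negative limits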; also: % is scaled to controls: 0 for no effect and ±100 for the full control effect
#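 Read-out is FRET at 665 nm (cryptate excitation 337 nm) from a cryptate-tagged anti-cAMP antibody, competed by cell cAMP against cAMP-d2. Compounds are tested on freshly harvested TSHR cells challenged with 4nM TSH (EC80) for 2 hours at 37 deg C.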
# TSG101-PTAP inh – blocks PTAP/TSG101 interaction to inhibit HIV-1 budding; Q99816; 340,000 tested, under 10 active; Potency, µM (series often up to 115 µM), for the others: at the highest dose activity change, negative = inhibition, actives largely listed as inhibitors; Fluorescence polarization, FITC-PTAP peptide / Tsg101 binding; active = well fitted inhibition curve with a large enough effect in the main read-out, with a control signal flat, not every such curve was filed as active; inconclusive = small, poorly fitted or top-dose-only effect, or effect the other way, or a change in a side signal; inactive = no such curve, though single readings can be large or run the other way; also: potency is read from the fitted curve at half-maximal effect; % of control where 0% means no effect
#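 Fluorescence anisotropy tracks displacement of a FITC-tagged PTAP peptide (50 nM) from the Tsg101 binding domain (10 uM), following a 20 min room-temperature incubation at pH 7.5.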
# A-T KAP1 phos – candidate therapy for ataxia-telangiectasia | […] A-T fibroblasts, KAP-1 phosphorylation AlphaLISA; neocarzinostatin DNA damage 30 min before lysis | Potency, µM (top dose mostly 57.5 µM), inactives show at the highest dose activation, most hits filed as activators | actives 0.19% (n = 320,000) | AID 485349; also: potency is read from the fitted curve at half-maximal effect; % of control where 0% means no effect; nearly all actives have a fitted effect of over 45% in size
#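 ATM-like activity read as KAP-1 phosphorylation via AlphaLISA donor/acceptor antibody pairs after lysis and 6 hr at 25C. Cells were ATM-null patient fibroblasts ([…], hTERT), dosed 60 min, then exposed to the DSB inducer NCS for 30 min.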
# ELG1 repair inh – ELG1-dependent DNA repair inhibition. HEK293T ELG1-luciferase reporter, luminescence, 16 h; DNA damage induced by 5-fluorouridine. Potency, µM (doses to about 46.1 µM), for inactives: at the top dose activity change, negative = inhibition, hits mostly inhibitors. actives 2.3% (n = 330,000); also: potency is read from the fitted curve at half-maximal effect; % is scaled to controls: 0 for no effect and ±100 for the full control effect; nearly all actives have a fitted effect of over 55% in size
#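 Luminescence from the luciferase reporter, measured 30 min after ONE-Glo reagent at room temperature, was the read-out. Beforehand, 2,000 cells per well were exposed for 16 hr at 37 °C to 5-fluorouridine together with compound or vehicle.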
# TCR act – T cell receptor activation | primary human leukocytes, anti-CD3, IL-2 HTRF, 48 h | Potency, µM (top dose mostly 9.22 µM), inactives show at the highest dose activation of IL-2 secretion, actives largely listed as activators | 330,000 tested, under 10 active; also: % of control where 0% means no effect
#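 Using a-CD3 beads without co-stimulation, primary human leukocytes were exposed to compounds for 48 hr. An HTRF IL-2 kit measured the cytokine, with europium-to-d2 energy transfer producing emission at 665nm upon 320nm excitation.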
# Eya2 inh – inhibitors of human Eya2 phosphatase activity. O00167. recombinant Eya2, OMFP fluorescence dephosphorylation (OMFP is methylfluorescein phosphate). Potency, µM (series often up to 76.9 µM), for inactives: at the top dose activity, negative = inhibition, actives largely listed as inhibitors. actives 0.006% (n = 330,000). AID 488837; also: potency is read from the fitted curve at half-maximal effect; % is scaled to controls: 0 for no effect and ±100 for the full control effect
# Target sequence (O00167 whole entry, looked up): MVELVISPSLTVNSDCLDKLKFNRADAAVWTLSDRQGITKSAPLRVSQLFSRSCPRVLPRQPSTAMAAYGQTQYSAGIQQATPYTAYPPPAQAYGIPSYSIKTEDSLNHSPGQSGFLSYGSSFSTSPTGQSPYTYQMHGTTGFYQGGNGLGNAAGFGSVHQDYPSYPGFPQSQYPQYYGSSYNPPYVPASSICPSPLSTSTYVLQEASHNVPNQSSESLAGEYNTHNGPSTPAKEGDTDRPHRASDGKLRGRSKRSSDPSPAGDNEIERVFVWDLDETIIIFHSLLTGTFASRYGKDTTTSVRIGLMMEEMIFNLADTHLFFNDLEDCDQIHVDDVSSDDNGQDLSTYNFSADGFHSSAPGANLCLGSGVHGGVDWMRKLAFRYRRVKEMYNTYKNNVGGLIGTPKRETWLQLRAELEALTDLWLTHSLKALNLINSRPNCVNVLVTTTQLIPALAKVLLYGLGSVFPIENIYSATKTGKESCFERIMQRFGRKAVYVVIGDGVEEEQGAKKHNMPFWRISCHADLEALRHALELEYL
#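 Eya2 (0.2 uM) preincubated 10 min at ambient with compound, then OMFP substrate added at 50 uM; 10 min reaction in 50 mM HEPES pH 7.5, 50 mM NaCl, 5 uM MgCl2, 0.05% BSA, 1 mM DTT. Fluorescence read at Ex 485/Em 525 nm.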
# BCR signal inh – blocks chronic active B-cell receptor signaling. ABC-DLBCL IkBa-CBG/CBR reporter, luminescence ratio, 4 h. Potency, µM (titrated, usually from 46.1 µM), for inactives: at the highest dose ratio change, negative = lower green/red ratio, most hits filed as inhibitors. actives 0.05% (n = 340,000); active = well fitted inhibition curve with a large enough effect in the signal ratio, with a control signal flat, not every such curve was filed as active; inconclusive = small, poorly fitted or top-dose-only effect, or effect the other way, or a change in a side signal; the % refers to the signal ratio;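 also: potency is read from the fitted curve at half-maximal effect; plate controls were basal doxycycline-induced cells for no effect and cells given 10 µM MG132 for full effect; MG132 reads +100%, hits lower the ratio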
#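 Concentration-response series (up to 46 uM) were applied to TMD8 dual-reporter cells for 4 h at 37C with doxycycline. Green/red ratio, after filter-overlap correction, defined %Activity; red signal alone was normalised to basal cells and zero luminescence.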
# S-ASM inh – human S-ASM enzyme inhibition; P17405; placental ASM, HMU-PC fluorogenic substrate, 60 min; Potency, µM (top dose mostly 57.5 µM), without a hit: top-dose activity change, negative = inhibition, most hits filed as inhibitors; actives 0.006% (n = 340,000); AID 504937; also: potency is read from the fitted curve at half-maximal effect
#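 Fluorescence read-out (Ex 386 nm, Em 447 nm) after stopping the reaction at pH 10. Enzyme: ASM from human placenta; substrate HMU-PC0, 9 uM final; 60 min, 37 °C. Compound preincubation 10 min, ambient temperature.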
# Tb PFK inh – T. brucei PFK enzyme inhibition; O15648; T. brucei PFK, ADP-Glo luminescence; Potency, µM (doses to about 57.5 µM), for the others: top-dose activity, negative = inhibition, most hits filed as inhibitors; actives 0.17% (n = 330,000);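 also: potency is read from the fitted curve at half-maximal effect; 0% = uninhibited 1x PFK enzyme wells and -100% = no-enzyme wells; nearly all actives have a fitted effect of over 60% in size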
# Target sequence (O15648 whole entry, looked up): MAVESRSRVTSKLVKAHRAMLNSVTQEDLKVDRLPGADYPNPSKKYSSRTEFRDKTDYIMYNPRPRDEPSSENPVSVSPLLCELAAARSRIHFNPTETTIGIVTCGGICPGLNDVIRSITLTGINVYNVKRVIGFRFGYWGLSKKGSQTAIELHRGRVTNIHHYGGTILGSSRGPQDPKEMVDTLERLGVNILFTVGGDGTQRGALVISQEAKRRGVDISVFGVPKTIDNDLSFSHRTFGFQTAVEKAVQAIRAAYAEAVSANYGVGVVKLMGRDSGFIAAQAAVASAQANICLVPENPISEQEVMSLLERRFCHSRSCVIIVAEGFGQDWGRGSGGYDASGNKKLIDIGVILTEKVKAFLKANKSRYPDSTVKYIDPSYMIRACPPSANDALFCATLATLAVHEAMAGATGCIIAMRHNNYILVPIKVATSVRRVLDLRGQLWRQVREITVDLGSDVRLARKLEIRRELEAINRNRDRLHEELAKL
#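 In TEA buffer at pH 8.0 with 5 mM MgCl2, enzyme (1.25 nM) converted F6P (0.5 mM) and ATP (0.1 mM) for 45 min at room temperature. ADP product was read by luciferase luminescence.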
# Mito fusion yeast – mitochondrial division inhibition or fusion activation; S. cerevisiae fusion-defective mutant growth rescue, CellTiterGlo 48 h; actives 0.23% (n = 320,000); Potency, µM (top dose mostly 46.1 µM), without a hit: at the highest dose growth rescue (activation), most hits filed as activators; AID 485298;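 also: potency is read from the fitted curve at half-maximal effect; % of control where 0% means no effect; nearly all actives have a fitted effect of over 45% in size; temperature-sensitive fusion mutants such as fzo1-1 at 37 °C on non-fermentable ethanol glycerol medium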
#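 Yeast fusion mutant, YPEG (non-fermentable carbon), compound, 48 h at 37C non-permissive; CellTiterGlo added, 10 min RT, luminescence read. Rescued growth = division inhibition.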
# An asterisk follows results filed as active; ? = inconclusive; . = no result given; [ ] = dose if it differs, or a comment. Unless noted, calls follow the shape of the dose curve; as a rule, active = well fitted curve in the direction sought with a large enough effect; inconclusive = small, poorly fitted or top-dose-only effect, or another doubt; inactive = no such curve, though single readings can be large; an effect the other way counts as inactive or inconclusive. The order is random; any-hit rate near 3.2%.
Molecule | a7 integrin act | TSHR antagonist | TSG101-PTAP inh | A-T KAP1 phos | ELG1 repair inh | TCR act | Eya2 inh | BCR signal inh | S-ASM inh | Tb PFK inh | Mito fusion yeast
Cc1ccccc1Cn1nc(C)c(NC(=O)c2cc3nc(-c4ccco4)cc(C(F)(F)F)n3n2)c1C | -5% | 12 | -5% | -7% | ? | 0% | 12% | 1% | 55% | 0% | 24%
CC(C)CNS(=O)(=O)c1ccc(CCC(=O)NCc2ccc(Cl)cc2)cc1 | 29% | 4 | -1% | -10% | -14% | -1% | -2% | -7% | -2% | 3% | 0%
Cc1ccc(NC(=O)CNC(=O)c2ccc(Oc3ccccc3)cc2)nc1 | 20% | 1 | -7% | 3% | 13% | 3% | 1% | 0% | -3% | 1% | 7%
CCc1cc(C(=O)OC)c(NC(=O)CN2CCN(C(=O)C3CCCO3)CC2)s1 (stereo not given) | -20% | -4 | . | 15% | 1% | -2% | 1% | -8% | -2% | -1% | 4%
CN(C)/C=C/C(=O)c1ccncc1 | -15% | -1 | -6% | 0% | 7% | -7% | -1% | 0% | 0% | 4% | 3%
COC(=O)c1ccc(C(NC(=O)OCc2ccccc2)/C(F)=C/[C@@H](C)C(=O)NCc2ccc(OC)c(OC)c2)cc1 (stereo not given in full) | -37% | -4 | . | -16% | 18µM* | 8% | 4% | ? | -1% | -2% | -8%
CNC(=O)c1cc2ncc(C(F)(F)F)cc2s1 | -5% | -6 | -4% | 1% | ? | -2% | -1% | 15% | 6% | -2% | 11%
CCOC(=O)C(=O)C1C(=O)Nc2ccccc21 (stereo not given) | 4% | 9 | -6% | -1% | 1% | 1% | 14% | -4% | -2% | -10% | -1%
Cc1nc2sc3c(c2c(=O)n1N)CCC3 | 17% | 12 | -5% | 6% | 0% | 8% | -3% | 0% | -4% | 3% | 13%
COCCNC(=O)Cn1nc(-c2ccccc2)c2ccccc2c1=O | 16% | 2 | -9% | 1% | -1% | 2% | -1% | ? | -2% | 8% | -2%
CC1=C(C(=O)OC2CCC(C)CC2)C(c2ccc(O)c([N+](=O)[O-])c2)NC(=O)N1 (stereo not given) | 23% | -7 | -7% | -3% | -4% | 3% | 4% | -14% | 2% | -1% | 11%
CC(C)Oc1ccc(Cn2c(=O)sc3ccccc32)cc1 | -18% | -24 | -2% | . | 4% | 1%[46.1 µM] | 4% | 11% | -7% | 0% | 29%
O=C(Nc1nc(-c2cccnc2)cs1)c1cccc([N+](=O)[O-])c1 | -10% | -6 | -1% | 2% | ? | -3% | 15% | ? | -4% | -2% | -2%
O=C(Nc1ccc(Oc2ccsc2C(=O)O)cc1)c1ccccc1F | -38% | -13 | -7% | 2% | 24% | 3% | 7% | 6% | 2% | 0% | -3%
CC(C)N1CCN(c2ccncc2S(=O)(=O)N2CCOCC2)CC1 | 16% | 6 | 0% | 2% | -6% | 2% | 4% | -3% | 1% | 0% | -1%
COc1cc2[nH]c(Cl)c([N+](=O)[O-])c2cc1OC | -26% | -6 | 0% | 0% | 28% | 5% | 3% | 3% | 131%[activator] | ? | -6%
Brc1ccc(Nc2ncnc3[nH]ncc23)cc1 | -5% | -3 | 1% | -2% | -18% | -1% | -2% | ? | 1% | 2% | 7%
Cc1cc(NC(=O)CSc2nc3c(C)c(C)ccc3cc2C)no1 | ? | 14 | -1% | 2% | -8% | 1% | 1% | -27% | -2% | 3% | -6%
CCC(OC(C)=O)c1cc2c(cc1[N+](=O)[O-])OCCO2 (stereo not given) | -19% | 1 | -5% | 4% | 2% | 4% | -24% | 4% | 15% | 0% | 9%
CCOc1ccc(C2NC(=O)NC(C)=C2C(=O)OCc2ccccc2)cc1 (stereo not given) | 11% | 30 | 1% | 10% | -24% | . | 3% | -2% | -3% | 4% | 2%
COc1cc(OC)c(OC)cc1C=NCC1(c2ccccc2)CCCC1 | -5% | 16 | -6% | 5% | -15% | -2% | 4% | -18% | 3% | 2% | -2%
CC12CCCCC1N(O)C(=O)C(=O)N2O (stereo not given) | 16% | 4 | -7% | 3% | 16% | 6%[46.1 µM] | -4% | -3% | 0% | -4% | -4%
COc1cc2ccccc2cc1C(=O)N1CCCC(C(F)(F)F)C1 (stereo not given) | -26% | 51 | -1% | 7% | 0% | -21% | -24% | -13% | 2% | 7% | 10%
COCCCNc1nc2ccccc2nc1NS(=O)(=O)c1ccccc1 | 13% | -4 | 0% | 0% | 5% | 2% | -8% | -5% | 16% | -4% | 4%
CCOC(=O)c1c(N)sn(-c2ccccc2)c1=S | 9% | -3 | -3% | -1% | 13% | 3% | 7% | ? | -1% | -6% | 7%
COc1cc2c(cc1OC)C(C)N(C(=O)CCc1c[nH]c3ccccc13)CC2 (stereo not given) | -24% | 3 | -5% | 5% | ? | 9% | -10% | 0% | 36% | 1% | -5%
CO/N=C/CC(=O)c1ccc(OC)cc1 | 0% | 14 | -1% | 11% | 0% | -41% | -9% | -6% | 3% | 11% | 1%
Cc1ccc(/C=C(\NC(=O)c2ccccc2)C(=O)N2CCCC2C(=O)O)cc1 (stereo not given) | 20% | 1 | 1% | 3% | 1% | . | -7% | -5% | 0% | 3% | 22%
NC(=O)[C@@H]1CCCN1Cc1c(C(=O)N2CCc3ccccc3C2)nc2ccc(Cl)cn12 | 17% | -4 | -9% | 9% | 1% | 3% | 0% | -5% | -1% | -5% | 0%
CCOc1cnc(-c2c(-c3c(F)cccc3Cl)noc2C)o1 | ? | -37 | -2% | 1% | -29% | 0% | -3% | ? | 0% | 3% | -5%
Cc1ccc2c(c1)N(C(C)C(=O)NCc1cccs1)C(=O)CO2 (stereo not given) | 19% | -2 | -4% | 1% | -15% | 3% | 0% | -10% | 9% | -8% | -6%
CN(c1cccc(NC(=O)c2ccccc2N(C)S(C)(=O)=O)c1)S(C)(=O)=O | 5% | -8 | -9% | 1% | 18% | 0% | -17% | -9% | 3% | 0% | -4%
Cc1c(C(=O)c2ccc(F)cc2F)c2ccccn2c1CCC#N | 9% | 30 | 1% | -4% | 4% | 0% | 4% | 9% | -5% | 0% | 12%
Cc1ccc(CNC(=O)c2ccc(N3CCC4(CC3)CC(c3ccccc3)=NO4)c(NC(=O)c3ccc(Cl)c([N+](=O)[O-])c3)c2)cc1 | -28% | -2 | -2% | -9% | -4% | -13% | -19% | 0% | -4% | -12% | -15%
CCn1c(=O)c(C(=O)Nc2ccccn2)c(O)c2ccccc21 | 38% | -3 | -1% | 2% | -6% | 3% | 4% | ? | -4% | 2% | -2%
Cn1nc2c(c1C(=O)O)CCCC2 | 14% | -16 | -2% | . | 13% | -5%[46.1 µM] | -1% | -13% | 12% | -8% | -4%
CC(=O)Nc1ccc(NC(=O)COc2ccc(-c3ccc(C#N)cc3)cc2)cc1 | -8% | 4 | 0% | 8% | 15% | 7% | -12% | -2% | 2% | -7% | 1%
COc1cccc(-n2c(SCC(=O)NC3CCCC3)nnc2-c2ccco2)c1 | -23% | -8 | -4% | . | 1% | -6%[46.1 µM] | -11% | -27% | 2% | 2% | -7%
N#Cc1ccccc1OCC(=O)OCC(=O)N1CCCC1 | 0% | -9 | -3% | 20% | ? | 7%[46.1 µM] | 5% | -1% | 8% | 0% | .
COCCNc1nc(C)c(C(C)=O)s1 | 7% | 1 | -1% | -2% | -3% | 1% | 10% | 2% | -3% | 0% | 2%
COc1ccc(C(C)=O)cc1CSc1nnc(Nc2ccc(C)cc2)s1 | -2% | -8 | -1% | 0% | ? | 1%[46.1 µM] | -1% | -3% | -7% | 0% | 1%
CCN(CCO)Cc1csc2cc(C)ccc12 | 1% | 20 | -5% | . | -5% | -3%[46.1 µM] | -2% | 2% | 2% | 2% | -2%
CCOc1ccc(OCCCC(=O)Nc2nc3ccccc3[nH]2)cc1 | -15% | 16 | 1% | 6% | 8% | -49% | -11% | 3% | 2% | -3% | 1%
COCCNC(=O)C1CCCN(S(=O)(=O)c2cccc3nsnc23)C1 (stereo not given) | 18% | -11 | -1% | -1% | 6% | 0% | -5% | 0% | 0% | 0% | -4%
